Pin1 inh = qHTS Assay to Find Inhibitors of Pin1. 390,000 compounds, 0.009% hits. Pin1 FP peptide displacement, HiFluor488, 10 min. Potency, µM (top dose mostly 115 µM), inactives show top-dose activity, negative = inhibition, hits mostly inhibitors. Peptidyl-prolyl cis-trans isomerase NIMA-interacting 1 (Homo sapiens), Q13526; active = well fitted inhibition curve with a large enough effect in the polarisation, with a control signal flat, not every such curve was filed as active; inconclusive = small, poorly fitted or top-dose-only effect, or effect the other way, or a change in a side signal; inactive = no such curve, though single readings can be large or run the other way; the % refers to the polarisation; note: potency is the fitted concentration of half-maximal effect; % is set by controls: 0 for no effect and ±100 for the full control effect
Target sequence (Q13526 whole entry, looked up): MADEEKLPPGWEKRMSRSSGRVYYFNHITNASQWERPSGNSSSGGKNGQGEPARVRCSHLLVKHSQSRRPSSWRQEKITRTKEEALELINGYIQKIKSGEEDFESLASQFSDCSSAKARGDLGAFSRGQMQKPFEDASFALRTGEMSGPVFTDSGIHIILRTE
G9a block = qHTS Assay for Inhibitors of Histone Lysine Methyltransferase G9a; G9a H3K9 monomethylation, AlphaScreen, 2 h; Potency, µM (doses to about 102 µM), for inactives: at the highest dose activity, negative = inhibition, hits mostly inhibitors; 350,000 compounds, 8.8% hits; note: potency is the fitted concentration of half-maximal effect; % is set by controls: 0 for no effect and ±100 for the full control effect; nearly all actives have a fitted effect of over 75% in size
Target sequence (Q96KQ7 913-1193 limits assumed): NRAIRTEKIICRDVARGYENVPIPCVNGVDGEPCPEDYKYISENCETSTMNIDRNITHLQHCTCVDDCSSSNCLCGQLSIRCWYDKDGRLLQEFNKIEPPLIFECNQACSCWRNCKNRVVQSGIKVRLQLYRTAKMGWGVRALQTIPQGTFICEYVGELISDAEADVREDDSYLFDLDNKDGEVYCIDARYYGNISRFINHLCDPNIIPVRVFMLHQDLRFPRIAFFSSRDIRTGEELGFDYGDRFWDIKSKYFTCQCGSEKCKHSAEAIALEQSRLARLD
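Signal arises when biotinylated H3K9 peptide, once monomethylated, bridges streptavidin donor and antibody-captured acceptor beads. Enzyme at 20 nM was preincubated 15 min with test compounds; peptide 500 nM and SAM 20 uM then reacted for 2 h.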
HP1b chromo inh = HTS for Inhibitors of HP1-beta Chromodomain Interactions with Methylated Histone Tails; Chromobox protein homolog 1 (Homo sapiens), P83916; AlphaScreen HP1-beta / biotin-H3K9me3 peptide binding; Potency, µM (titrated, usually from 114 µM), for inactives: top-dose activity change, negative = inhibition, hits mostly inhibitors; 390,000 compounds, 0.56% hits; AID 540317, 2011; note: potency is the fitted concentration of half-maximal effect; nearly all actives have a fitted effect of over 70% in size; inactives centre near 23
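Compound inhibition of the preformed complex between 50 nM HP1-beta and 50 nM biotinylated H3K9me3 peptide was read by AlphaScreen. Buffer was PBS pH 7.4 with 0.01% Tween-20. Incubations ran 30 min at room temperature, with 10 ug/mL donor/acceptor beads.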
JMJD2A Tudor = qHTS Assay for Inhibitors of JMJD2A-Tudor Domain. Lysine-specific demethylase 4A (Homo sapiens), O75164. AID 504339, 2011. Potency, µM (highest dose often 114 µM), for the others: top-dose activity change, negative = inhibition, most hits filed as inhibitors. 390,000 compounds, 4.4% hits. AlphaScreen JMJD2A-Tudor / H3K4me3 peptide binding; note: potency is the fitted concentration of half-maximal effect; % is set by controls: 0 for no effect and ±100 for the full control effect; nearly all actives have a fitted effect of over 50% in size
PI4K2A inh = qHTS for small molecular inhibitors of PI4K2A; AID 1346378, 2018; purified PI4K2A, ADP-Glo luminescence, 1 h; stronger effect = lower value; 420,000 compounds, 0.13% hits; Phosphatidylinositol 4-kinase type 2-alpha (Homo sapiens), Q9BTU6; activity change, negative = inhibition, % at 76.9 µM; in the data active = activity change below about -50%; inconclusive = mostly about -30% to -49%;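 note: -100% = wells without enzyme as full effect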
Target sequence (Q9BTU6 whole entry, looked up): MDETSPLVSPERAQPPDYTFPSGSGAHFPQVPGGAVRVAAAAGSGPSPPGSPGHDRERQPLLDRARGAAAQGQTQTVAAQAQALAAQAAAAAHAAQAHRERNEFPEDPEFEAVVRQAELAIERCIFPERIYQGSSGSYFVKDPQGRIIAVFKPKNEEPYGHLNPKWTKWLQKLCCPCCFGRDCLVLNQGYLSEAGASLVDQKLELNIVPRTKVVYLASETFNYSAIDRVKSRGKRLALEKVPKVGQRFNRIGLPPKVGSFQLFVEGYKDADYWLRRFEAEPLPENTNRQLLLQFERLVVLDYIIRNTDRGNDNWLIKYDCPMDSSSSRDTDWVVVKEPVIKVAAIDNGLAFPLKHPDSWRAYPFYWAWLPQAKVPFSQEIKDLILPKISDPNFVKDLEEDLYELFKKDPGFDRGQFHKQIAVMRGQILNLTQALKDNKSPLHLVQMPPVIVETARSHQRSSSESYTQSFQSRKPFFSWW
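Compounds are screened against recombinant PI4K2A using PI as substrate and ATP, the latter dispensed at 300 microM. Reactions run one hour at ambient temperature before ADP-Glo detection; full inhibition defined by wells lacking enzyme.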
BAZ2B inh = qHTS Assay for Inhibitors of BAZ2B | Potency, µM (doses to about 114 µM), inactives show top-dose activity change, negative = inhibition, hits mostly inhibitors | 360,000 compounds, 4.4% hits | AlphaScreen BAZ2B-H3K14Ac peptide displacement | Bromodomain adjacent to zinc finger domain protein 2B (Homo sapiens), Q9UIF8 | AID 504333, 2011; note: potency is the fitted concentration of half-maximal effect; % is set by controls: 0 for no effect and ±100 for the full control effect; nearly all actives have a fitted effect of over 60% in size
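BAZ2B 50 nM plus b-H3(5-23)K14Ac 50 nM, PBS pH 7.4/0.01% Tween-20, 30 min RT; compound added (max 110 uM), 30 min RT; streptavidin donor/Ni-chelate acceptor beads 10 ug/mL final, 20 min dark; AlphaScreen read.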
GLS inh = qHTS for Inhibitors of Glutaminase (GLS). Potency, µM (titrated, usually from 45.5 µM), for inactives: top-dose activity change, negative = inhibition, actives largely listed as inhibitors. 410,000 compounds, 0.21% hits. GLS enzymatic activity, qHTS titration. AID 624170, 2012; note: potency is the fitted concentration of half-maximal effect; % is set by controls: 0 for no effect and ±100 for the full control effect
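hKGA in 45 mM KH2PO4 pH 8.2, 0.02% Tween-20 with pin-transferred compounds; 1 mM L-glutamine (stock) plus glutamate oxidase/HRP/Amplex Red coupling added. Fluorescence read initially and after 30 min at RT.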
Pol eta inh = qHTS for Inhibitors of Polymerase Eta; recombinant Pol eta, fluorescent DNA replication assay; DNA polymerase eta (Homo sapiens), Q9Y253; Potency, µM (highest dose often 114 µM), inactives show at the top dose activity change, negative = inhibition, actives largely listed as inhibitors; 390,000 compounds, 1.2% hits; AID 588591, 2011; note: potency is the fitted concentration of half-maximal effect; % is set by controls: 0 for no effect and ±100 for the full control effect
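Fluorescent replication assay: 50 nM final substrate added after a 15 min room-temperature compound preincubation with 10 nM enzyme. Signal taken at 0 min and again at 10 min.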
PGK inhibitor = qHTS Assay to Find Inhibitors of Phosphoglycerate Kinase; Phosphoglycerate kinase, glycosomal (Trypanosoma brucei brucei), P07378; PGK/GAPDH coupled, Kinase-Glo luminescence, 60 min; Potency, µM (highest dose often 57.5 µM), without a hit: top-dose activity change, negative = inhibition, hits mostly inhibitors; 380,000 compounds, 0.043% hits; note: potency is the fitted concentration of half-maximal effect; % is set by controls: 0 for no effect and ±100 for the full control effect; nearly all actives have a fitted effect of over 60% in size
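Recombinant glycosomal PGK reaction used 1,3-bisphosphoglycerate generated in-well by GAPDH (100nM final) in 100mM TEA pH 7.6, 5mM MgCl2, 0.01% Tween-20. After 60 minutes at room temperature, ATP was read by Kinase-Glo Plus luminescence end-point.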
An asterisk follows results filed as active; i = inactive; ? = inconclusive; . = not tested or not shown; [ ] = dose if it differs, or a comment. Unless noted, calls come from the whole dose curve; as a rule, active = well fitted curve in the direction sought with a large enough effect; inconclusive = small, poorly fitted or top-dose-only effect, or another doubt; inactive = no such curve, though single readings can be large; an effect the other way counts as inactive or inconclusive.

1: N=c1n(CCN2CCCCC2)c2ccccc2n1CC(=O)c1cccc([N+](=O)[O-])c1
2: Cc1cc(/C(N)=N/OC(=O)Nc2ccccc2)no1
3: O=C(CN1CCN(S(=O)(=O)c2ccc(F)cc2)CC1)NCc1cccs1
4: Cc1cn([C@H]2C[C@H](O)[C@@H](CNC(=O)[C@H]3CCC(=O)N3)O2)c(=O)[nH]c1=O
5: Cc1[nH]c2ccccc2c1C(=O)CN1C(=O)C(=O)N(C2CCCC2)C1=O
6: O=C(C=Cc1ccc(Cl)s1)c1ccc(Cl)s1
7: CCn1c(=S)sc2c(=O)n(CC(=O)Nc3ccccc3C(F)(F)F)c(C)nc21
8: C=CCn1c(SCCOc2ccc(OC)cc2)nnc1C(CO)NC(=O)c1ccc(OC)cc1 (centres undefined)
9: Cc1cc(N=Cc2c(O)n(-c3ccc4c(c3)OCO4)c(=O)c3ccccc23)ccn1
10: COc1ccc(CCC(=O)N2CCN(S(=O)(=O)c3ccc4ccccc4c3)CC2)cc1

Compound,1,2,3,4,5,6,7,8,9,10
Pin1 inh,-1%,-1%,-3%,.,2%,0%,7%,-5%,?,10%
G9a block,45µM*,.,-1%,.,-34%,.,?,13%,2%[59 µM],21%[2.33 µM]
HP1b chromo inh,14%,49%[activator],11%,.,31%,-17%,12%,9%,19%,8%
JMJD2A Tudor,-24%,0%,-11%,.,-18%,-16%,2%,-16%,-24%,-16%
PI4K2A inh,4,-3,1,-7,-5,9,-8,4,-2,2
BAZ2B inh,?,0%,-1%,.,-17%,.,?,2%,-2%,-1%
GLS inh,17%,-9%,2%,-1%,5%,-1%,-5%,-4%,-8%,-12%
Pol eta inh,-18%,-19%,-15%,-19%,-6%,-3%,-3%,-2%,-35%,-10%
PGK inhibitor,5%,i,-10%,-12%,3%,7%,-3%,-3%,-3%,-2%

3 compounds out of the list above, arranged by the number in Pin1 inh, descending.
5: Cc1[nH]c2ccccc2c1C(=O)CN1C(=O)C(=O)N(C2CCCC2)C1=O
6: O=C(C=Cc1ccc(Cl)s1)c1ccc(Cl)s1
3: O=C(CN1CCN(S(=O)(=O)c2ccc(F)cc2)CC1)NCc1cccs1

Compound,5,6,3
Pin1 inh,2%,0%,-3%
G9a block,-34%,.,-1%
HP1b chromo inh,31%,-17%,11%
JMJD2A Tudor,-18%,-16%,-11%
PI4K2A inh,-5,9,1
BAZ2B inh,-17%,.,-1%
GLS inh,5%,-1%,2%
Pol eta inh,-6%,-3%,-15%
PGK inhibitor,3%,7%,-10%

Remaining list, next part.
11: Cc1ccc(-c2nnc(CSc3nc(C)nc4sc(C)c(C)c34)o2)cc1
12: N#CCCN(Cc1cccnc1)C(=O)Nc1ccccc1
13: O=C(O)/C=C\C(=O)Nc1cccc(C(=O)Nc2cccc(O)c2)c1
14: O=C(N/N=C/c1ccc(Cl)c([N+](=O)[O-])c1)c1cnccn1
15: CCOC(=O)C1=C(C)NC(C)=C(C(=O)OCC)C1c1ccc(O)cc1
16: Cc1ccc(CNC(=O)Cn2cccc2)cc1
17: Cc1cc(-c2nc3ncccc3o2)ccc1NC(=O)CC(C)C
18: Cc1ccc(N(CC(=O)NC(C)(C)C)C(=O)CCC(=O)Nc2nccs2)cc1C
19: Cc1ccc(/C(N)=N/OC(=O)COc2ccc(Cl)c(C)c2)cc1
20: COc1cc(C(=O)N(Cc2ccccc2)c2cccc(C)c2)ccc1OC(F)F

Compound,11,12,13,14,15,16,17,18,19,20
Pin1 inh,0%,1%,-7%,-1%,-6%,2%,-2%,2%,35%[activator],-4%
G9a block,-4%[59 µM],-18%[12.7 µM],-3%,-20%[59 µM],-5%[12.7 µM],-4%,7%,-3%[0.501 µM],46%[activator],43%
HP1b chromo inh,31%,9%,-6%,19%,31%,6%,25%,37%,44%[activator],86%[activator]
JMJD2A Tudor,-4%,-26%,-5%[11.4 µM],-27%,6%,-23%,-8%,-2%,-10%,41%[activator]
PI4K2A inh,4,-3,-3,0,7,4,-4,-4,1,1
BAZ2B inh,21%,5%,2%,-3%,1%,-22%,12%,-2%,-1%,13%
GLS inh,4%,-2%,-14%,5%,15%,-5%,-1%,8%,16%,-3%
Pol eta inh,-2%,2%,7%,-2%,?,-3%,-4%,-3%,-8%,-17%
PGK inhibitor,.,0%,-4%,-6%,-6%,.,i,8%,-9%,2%

21: CSc1ncccc1C(=O)Nc1nc2c(C)cccc2s1
22: Cc1ccc(S(=O)(=O)N2CC=C(c3c(C)n(CC(=O)N4CCCC4)c4ccccc34)CC2)cc1C
23: NC(=S)Nc1ccc(F)c(F)c1F
24: CCn1c(SCc2ccccc2F)nc(=O)c2c(C(=O)OC)cc(C3CC3)nc21
25: CCc1ccc(OCC2Cn3c(nc4c3c(=O)[nH]c(=O)n4C)O2)cc1 (centres undefined)
26: CCCCN(C)CCNC(=O)c1ccc(Cn2c(=O)[nH]c3cc(OC)c(OC)cc3c2=O)cc1
27: O=C(CN(CC1CCCO1)C(=O)CCC(=O)Nc1nccs1)NCC1CCCO1 (centres undefined)
28: O=C(Nc1ccccc1)C1=C[C@H](c2ccc(Br)cc2)C[C@H](OCc2ccc(CO)cc2)O1
29: COc1ccc(NC(C)=O)cc1NC(=O)c1ccc(C#N)cc1
30: Cc1cc(N2CCN(C)CC2)n2cc(-c3ccc(F)cc3)nc2n1

Compound,21,22,23,24,25,26,27,28,29,30
Pin1 inh,7%,?,3%,0%,7%,1%,-3%,64%[activator],7%,1%
G9a block,-2%[59 µM],1%[59 µM],-5%,-27%[59 µM],.,-38%[59 µM],?,-12%[59 µM],-23%[59 µM],-20%[59 µM]
HP1b chromo inh,39%,41%,60%[activator],11%[57 µM],26%,26%,29%,23%,46%[activator],1%
JMJD2A Tudor,-5%,-18%,-3%,-33%,?,-12%,-18%,-25%,-10%,-13%
PI4K2A inh,3,0,2,3,0,-2,0,-4,0,-3
BAZ2B inh,8%,-22%,-23%,-7%,?,-2%,-1%,-16%,-19%,8%
GLS inh,-1%,6%,-1%,-7%,0%,3%,2%,0%,0%,27%
Pol eta inh,-2%,-14%,-1%,-5%,-7%,4%,-12%,-6%,7%,-10%
PGK inhibitor,4%,-2%,8%,i,i,-9%,i,i,-10%,-5%

31: O=C(O)COc1c(Cl)cc(/C=C2\NC(=O)NC2=O)cc1Br
32: CCOc1ccc(C(=O)CCC(=O)Nc2ccccc2C)cc1
33: COc1ccc(C(CNC(=O)c2ccc(NS(=O)(=O)c3ccc(F)c(C)c3)cc2)N2CCCC2)cc1 (centres undefined)
34: Cc1cc(Oc2ccccc2)nc(SCC(N)=O)n1
35: Cc1ccc(C)c(NC(=O)CCc2ccc(S(=O)(=O)NC3CCCCC3)cc2)c1
36: Cc1csc(CNc2ncnc3ccc(-c4cccnc4)cc23)c1
37: COc1ccccc1NC(=O)c1ccc(S(=O)(=O)N2CCOCC2)cc1
38: Cc1nnc(SC(C)C(=O)NC2CCCCC2)[nH]c1=O (centres undefined)
39: CCOC(=O)CSC1=C(C#N)C(c2ccccc2OCC)C(C(=O)OCC)C(=O)N1 (centres undefined)
40: O=C(CCc1ccc(S(=O)(=O)N2CCOCC2)cc1)OCc1nc2ccccc2s1

Compound,31,32,33,34,35,36,37,38,39,40
Pin1 inh,-3%,0%,11%,-5%,-1%,-3%,-3%,?,?,14%
G9a block,-28%,-9%[59 µM],.,-6%[12.7 µM],5%,9%[12.7 µM],7%,.,?,3%[59 µM]
HP1b chromo inh,10%,40%[activator],16%,39%[activator],-11%,15%,33%,-9%[57 µM],-8%,23%
JMJD2A Tudor,-20%,10%,-21%,-11%,-26%[11.4 µM],-31%,-16%,?,-5%,-6%
PI4K2A inh,1,9,-2,5,3,-1,-23,6,6,-3
BAZ2B inh,-20%,8%,.,2%,8%,-36%,0%,.,.,.
GLS inh,25%,-7%,12%,-11%,?,2%,-2%,0%,25%,-7%
Pol eta inh,-12%,-14%,?,-13%,-19%,16%,-12%,-2%,0%,4%
PGK inhibitor,0%,-3%,1%,i,5%,-4%,0%,-5%,-7%,-10%

41: COc1cccc(-n2c(=O)c3c(C)c(C(=O)N(C)C)sc3n(Cc3cccc(C)c3)c2=O)c1
42: O=c1ccc(C(F)(F)F)cn1Cc1cc(=O)n2ccsc2n1
43: Cc1cc(-c2n[nH]c(=S)n2/N=C/c2ccccc2[N+](=O)[O-])n[nH]1
44: COC(=O)c1ccc(/C=N/Nc2nc(-c3ccc(C)cc3)cs2)cc1

Compound,41,42,43,44
Pin1 inh,-1%,2%,-5%,5%
G9a block,4%[59 µM],9%[59 µM],0.4µM*,79µM*
HP1b chromo inh,11%,19%,?,32%
JMJD2A Tudor,-17%,-2%,3.5µM*,-11%
PI4K2A inh,2,1,4,-8
BAZ2B inh,-10%,-23%,?,-5%
GLS inh,-9%,6%,-6%,-1%
Pol eta inh,-8%,15%,-13%,-9%
PGK inhibitor,3%,-5%,0%,-8%

Only part of the results is shown, so the mix of outcomes need not match the whole.
